Screening results as filed in PubChem.
B2AR arrestin ag = qHTS assay of beta-arrestin-biased ligands of beta2-adrenergic receptor: NCGC Sytravon Library Screen; Beta-2 adrenergic receptor (Homo sapiens), P07550; HTLA Tango cells, beta-arrestin recruitment, luciferase luminescence, 18 h; 44,000 tested, under 10 active; Potency, µM (titrated, usually from 46.1 µM), without a hit: at the highest dose activation, actives largely listed as activators;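 also: potency is read from the fitted curve at half-maximal effect; 0% = DMSO and full agonism = EC100 isoproterenol or metaproterenol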
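Ligand-induced beta-arrestin recruitment to recombinant beta2-AR is measured via a tTA-driven luciferase reporter in Tango cells after 18 hr compound exposure at 37 degrees C. Concentrations span up to 46 microM.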
NTMT1 inh = Primary qHTS for Inhibitors of N-terminal methyltransferase 1 (NTMT1): MTaseGlo Assay. N-terminal Xaa-Pro-Lys N-methyltransferase 1 (Homo sapiens), Q9BV86. NTMT1 MTase-Glo SAH luminescence, purified enzyme. Potency, µM (series often up to 114 µM), for inactives: at the highest dose activity change, negative = inhibition, hits mostly inhibitors. actives 2.5% (n = 59,000);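 also: potency is read from the fitted curve at half-maximal effect; plate controls were DMSO vehicle for no effect and no enzyme for full effect; nearly all actives have a fitted effect of over 65% in size; many of its hits are not listed in these tables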
Target sequence (Q9BV86 whole entry, looked up): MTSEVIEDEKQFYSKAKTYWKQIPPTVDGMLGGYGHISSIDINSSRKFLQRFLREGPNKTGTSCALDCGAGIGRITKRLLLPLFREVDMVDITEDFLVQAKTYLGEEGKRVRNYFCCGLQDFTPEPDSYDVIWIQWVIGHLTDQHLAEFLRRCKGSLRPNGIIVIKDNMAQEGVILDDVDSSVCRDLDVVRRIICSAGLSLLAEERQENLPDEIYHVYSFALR
GALK inhibitor = qHTS Assay for Inhibitors of Human Galactokinase (GALK): NCGC Sytravon Library Screen; P51570; Potency, µM (doses to about 57.5 µM), inactives show at the highest dose activity, negative = inhibition, most hits filed as inhibitors; 44,000 tested, under 10 active; recombinant GALK, Kinase-Glo ATP luminescence, 1 h; AID 1347072, 2019;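 also: plate controls were full GALK reaction for no effect and reaction lacking GALK for full effect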
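Luminescent ATP-depletion readout (Kinase-Glo Plus, 10 min) after 1 h RT reaction of 5 nM GALK, 35 uM ATP, 100 uM galactose, pH 8.0 HEPES buffer. Decreased kinase activity scored as inhibition.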
p53null 39C kill = qHTS Screen for Compounds that Selectively Target Cancer Cells with p53 Mutations: Cytotoxicity of p53 Null Cells at the Nonpermissive Temperature; Potency, µM (highest dose often 46.1 µM), without a hit: at the top dose activity, negative = cell killing, usual class: cytotoxic; AID 904, 2007; H1299 p53-null (neo) cells, 39C, ATPlite viability, 24 h; actives 0.97% (n = 55,000);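 also: potency is read from the fitted curve at half-maximal effect; 0% = DMSO only and -100% = full killing by 100 µM tamoxifen; nearly all actives have a fitted effect of over 50% in size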
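Luminescent ATP signal reported cell survival after H1299 lines (neo, p53 null; or p53 A138V) received up to 46 uM compound and 24 hr incubation at 39C.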
FH mod = Identification of activators of human fumarate hydratase by quantitative high-throughput screening. Potency, µM (highest dose often 79.9 µM), for the others: at the top dose activity change, negative = inhibition, most hits filed as inhibitors. actives 0.22% (n = 54,000). FH coupled MDH/diaphorase resazurin fluorescence, 15 min. Fumarate hydratase, mitochondrial (Homo sapiens), P07954; also: potency is read from the fitted curve at half-maximal effect; % is scaled to controls: 0 for no effect and ±100 for the full control effect; the screen sought activators but most active calls are inhibition curves; nearly all actives have a fitted effect of over 45% in size
Target sequence (P07954 whole entry, looked up): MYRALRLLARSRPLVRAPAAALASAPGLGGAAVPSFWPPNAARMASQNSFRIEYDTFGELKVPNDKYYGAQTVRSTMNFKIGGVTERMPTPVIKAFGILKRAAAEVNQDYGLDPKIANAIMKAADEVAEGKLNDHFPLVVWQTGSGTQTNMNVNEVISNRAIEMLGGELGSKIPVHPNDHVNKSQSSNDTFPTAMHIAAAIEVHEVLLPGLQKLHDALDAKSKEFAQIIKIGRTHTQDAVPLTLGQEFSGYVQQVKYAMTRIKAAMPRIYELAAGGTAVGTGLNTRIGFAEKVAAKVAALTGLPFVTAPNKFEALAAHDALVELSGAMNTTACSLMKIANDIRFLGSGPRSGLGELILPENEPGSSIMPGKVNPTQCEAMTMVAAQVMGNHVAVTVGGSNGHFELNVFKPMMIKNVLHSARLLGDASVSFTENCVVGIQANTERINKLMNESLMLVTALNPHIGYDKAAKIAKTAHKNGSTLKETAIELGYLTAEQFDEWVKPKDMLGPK
p53null 32C tox = qHTS Screen for Compounds that Selectively Target Cancer Cells with p53 Mutations: Cytotoxicity of p53 Null Cells at the Permissive Temperature; Potency, µM (series often up to 46.1 µM), without a hit: top-dose activity change, negative = cytotoxicity, hits mostly cytotoxic; H1299-neo p53 null cells, ATP luminescence, 24 h, 32C; AID 903, 2007; actives 0.62% (n = 55,000);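 also: potency is read from the fitted curve at half-maximal effect; 0% = DMSO only and -100% = full killing by 100 µM tamoxifen; nearly all actives have a fitted effect of over 55% in size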
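AC50 values derive from Hill modelling of qHTS concentration-response data (up to 46 uM) in H1299-neo cells. Cells were treated 24 h at 32C following overnight attachment at 37C; viability was read as cellular ATP.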
PTAP-TSG101 blk = qHTS Validation Assay for Inhibitors of HIV-1 Budding by Blocking the Interaction of PTAP/TSG101: Sytravon Library Screen. AID 1347069, 2019. Fluorescence polarization, FITC-PTAP peptide/Tsg101, 20 min. 44,000 tested, under 10 active. Potency, µM (titrated, usually from 115 µM), for the others: at the highest dose activity change, negative = inhibition, most hits filed as inhibitors. Tumor susceptibility gene 101 protein (Homo sapiens), Q99816; also: potency is read from the fitted curve at half-maximal effect; 0% is about no effect
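FITC-labeled PTAP peptide (50 nM final) binding to Tsg101 binding domain (10 uM final) read by fluorescence polarization after 20 min at r.t. in HEPES pH 7.5 buffer. Actives by CRC class, <25 µM.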
* = called active by the depositor; u = inconclusive; x = no result given; [ ] = remark or other dose. Calls follow the shape of the dose curve; as a rule, active = well fitted curve in the direction sought with a large enough effect; inconclusive = small, poorly fitted or top-dose-only effect, or another doubt; inactive = no such curve, though single readings can be large; an effect the other way counts as inactive or inconclusive. The list is partial (hit frequency here may not be typical).

[1] COc1cc(C(=O)NC2(C(F)(F)F)C(=O)NC(C)=C2C#N)cc(OC)c1OC (configuration not stated)
[2] CCOC(=O)c1cnc2c(ccc3ccccc32)c1Nc1ccc(OC)cc1OC
[3] CCOC(=O)C1CCCN(C(=O)Cn2nc(CC)n3c(cc4occc43)c2=O)C1 (configuration not stated)
[4] COc1cccc(CNC(=O)Cc2ccc(NC(=O)N3CCCCc4ccccc43)cc2)c1OC
[5] CCOc1ccc(S(=O)(=O)N2CCC(c3ccncc3)CC2)cc1
[6] Cc1ccc(Nc2c(C(C)C)c(C)c(C#N)c3nc4ccccc4n23)cc1
[7] COc1ccc(-c2nc3ccccc3o2)cc1NC(=O)COc1ccc(C)c(C)c1
[8] CCOc1ccccc1C(=O)Nc1cc2c(cc1C)n(C)c(=O)c(=O)n2C
[9] CCn1c(C)c(C)c2cc(C(=O)NCc3ccc(OC)cc3OC)ccc21
[10] CN(C)CCNC(=O)c1ccc(Cn2c(SCc3ccc(F)cc3)nc3cccnc32)cc1
entry no.,1,2,3,4,5,6,7,8,9,10
GALK inhibitor,-1%,1%,7%,-3%,-1%,0%,2%,-3%,-2%,2%
PTAP-TSG101 blk,0%,1%,0%,-1%,0%,-3%,-2%,-5%,-1%,-6%
B2AR arrestin ag,-1%,0%,-3%,0%,-3%,-2%,0%,0%,0%,-1%
p53null 32C tox,7%,23%,-2%,-6%,3%,16%,10%,-4%,15%,-11%
p53null 39C kill,9%,24%,-3%,3%,13%,30%[activator],12%,u,9%,-10%
FH mod,13%,-27%,-3%,-23%,-3%,u,-6%,3%,-29%,-18%
NTMT1 inh,13%,-2%,2%,0%,3%,10%,-19%,-7%,9%,u

[11] CN(C(=O)Cn1cc(S(=O)(=O)Cc2ccccc2Cl)c2ccccc21)c1ccccc1
[12] Cc1ccc(NC(=O)Cn2cc(S(=O)(=O)c3ccc(C)cc3)c(=O)c3cc4c(cc32)OCO4)cc1
[13] CCOc1ccc(NC(=O)c2c(NC(=O)Cc3ccccc3)sc3c2CCCC3)cc1
[14] COCCNC(=O)c1ccc(Cn2c(SCC(=O)NC(C)C)nc3ccccc3c2=O)cc1
[15] Cc1cccc(N2CCN(C(=O)C3CCN(c4ncnc5c4nc4n5CCCCC4)CC3)CC2)c1C
[16] Cc1ccc(-c2c(C(=O)N3CCN(c4ccc(F)cc4)CC3)oc(=O)c3ccccc23)cc1
[17] COc1ccc(C2=C(C)C(N3CCC(C(=O)Nc4ccccc4F)CC3)=NS2(=O)=O)cc1
[18] Cc1ccccc1NC(=O)c1c(NC(=O)c2ccccc2F)sc2c1CCC(C)C2 (configuration not stated)
[19] CCOc1ccc(-c2nc(Cn3c(=O)cc(-c4ccccc4)c4c(C)nn(C)c43)c(C)o2)cc1OC
[20] CCN(CC)c1ccc(NC(=O)CCS(=O)(=O)c2cc3c(cc2Cl)NC(=O)CO3)c(C)c1
entry no.,11,12,13,14,15,16,17,18,19,20
GALK inhibitor,2%,-2%,-1%,-2%,3%,9%,-3%,-14%,2%,2%
PTAP-TSG101 blk,6%,-4%,-2%,0%,-7%,-2%,-4%,-1%,1%,5%
B2AR arrestin ag,-1%,1%,0%,2%,0%,0%,0%,1%,2%,0%
p53null 32C tox,-2%,15%,9%,0%,3%,4%,-3%,2%,7%,-12%
p53null 39C kill,4%,9%,-13%,-6%,-11%,9%,-12%,3%,-2%,-15%
FH mod,-22%,-9%,-10%,0%,u,-25%,9%,-3%,-19%,-15%
NTMT1 inh,3%,-9%,u,u,5%,4%,u,23%,-19%,u

Among those listed so far, these have sulfur:
[5] CCOc1ccc(S(=O)(=O)N2CCC(c3ccncc3)CC2)cc1
[10] CN(C)CCNC(=O)c1ccc(Cn2c(SCc3ccc(F)cc3)nc3cccnc32)cc1
[11] CN(C(=O)Cn1cc(S(=O)(=O)Cc2ccccc2Cl)c2ccccc21)c1ccccc1
[12] Cc1ccc(NC(=O)Cn2cc(S(=O)(=O)c3ccc(C)cc3)c(=O)c3cc4c(cc32)OCO4)cc1
[13] CCOc1ccc(NC(=O)c2c(NC(=O)Cc3ccccc3)sc3c2CCCC3)cc1
[14] COCCNC(=O)c1ccc(Cn2c(SCC(=O)NC(C)C)nc3ccccc3c2=O)cc1
[17] COc1ccc(C2=C(C)C(N3CCC(C(=O)Nc4ccccc4F)CC3)=NS2(=O)=O)cc1
[18] Cc1ccccc1NC(=O)c1c(NC(=O)c2ccccc2F)sc2c1CCC(C)C2 (configuration not stated)
[20] CCN(CC)c1ccc(NC(=O)CCS(=O)(=O)c2cc3c(cc2Cl)NC(=O)CO3)c(C)c1
entry no.,5,10,11,12,13,14,17,18,20
GALK inhibitor,-1%,2%,2%,-2%,-1%,-2%,-3%,-14%,2%
PTAP-TSG101 blk,0%,-6%,6%,-4%,-2%,0%,-4%,-1%,5%
B2AR arrestin ag,-3%,-1%,-1%,1%,0%,2%,0%,1%,0%
p53null 32C tox,3%,-11%,-2%,15%,9%,0%,-3%,2%,-12%
p53null 39C kill,13%,-10%,4%,9%,-13%,-6%,-12%,3%,-15%
FH mod,-3%,-18%,-22%,-9%,-10%,0%,9%,-3%,-15%
NTMT1 inh,3%,u,3%,-9%,u,u,u,23%,u

Back to the main list, starting 2 compounds before the break.
[19] CCOc1ccc(-c2nc(Cn3c(=O)cc(-c4ccccc4)c4c(C)nn(C)c43)c(C)o2)cc1OC
[20] CCN(CC)c1ccc(NC(=O)CCS(=O)(=O)c2cc3c(cc2Cl)NC(=O)CO3)c(C)c1
[21] CCCSc1ncc(Cl)c(C(=O)Nc2c(C(=O)c3ccc(C)cc3)oc3ccccc23)n1
[22] COc1ccc(CCNC(=O)c2cc(C)nc3c2c(C)nn3-c2ccc(C)cc2)cc1OC
[23] Cn1c(=O)c2c(nc(Oc3ccc(C#N)cc3)n2Cc2ccc(Cl)cc2Cl)n(C)c1=O
[24] COc1ccc2c(C)c(CCC(=O)NCCc3ccccc3)c(=O)oc2c1
[25] CCOc1ccccc1NC(=O)C1CCCN(S(=O)(=O)c2c(C)[nH]c(=O)[nH]c2=O)C1 (configuration not stated)
[26] COc1ccc(Nc2oc(/C=C/c3ccccc3OC)nc2C#N)cc1
[27] Cc1ccccc1CN1C(=O)c2ccccc2S(=O)c2ccc(C(=O)NCc3ccco3)cc21 (configuration not stated)
[28] Cc1ccc(C)c(S(=O)(=O)c2nnn3c2nc(N2CCCCC2)c2sccc23)c1
[29] COc1ccc(-c2cc(C(F)(F)F)n3nc(-c4ccc(Cl)cc4)cc3n2)cc1OC
[30] Cc1ccc(S(=O)(=O)c2cn(CC(=O)Nc3ccc(F)cc3)c3cc4c(cc3c2=O)OCO4)cc1
[31] CCOC(=O)c1cccc(NC(=O)C2Cc3ccccc3N2C(=O)c2ccccc2)c1 (configuration not stated)
entry no.,19,20,21,22,23,24,25,26,27,28,29,30,31
GALK inhibitor,2%,2%,0%,-2%,1%,0%,3%,1%,7%,u,3%,-2%,0%
PTAP-TSG101 blk,1%,5%,5%,-6%,-3%,-3%,-3%,-2%,1%,5%,-3%,-6%,-2%
B2AR arrestin ag,2%,0%,0%,0%,0%,0%,1%,-1%,-2%,1%,0%,-2%,0%
p53null 32C tox,7%,-12%,-5%,-3%,10%,-4%,-3%,-6%,-7%,6%,-6%,10%,-20%
p53null 39C kill,-2%,-15%,-5%,-15%,-5%,-3%,-8%,-28%,-7%,11%,u,4%,-6%
FH mod,-19%,-15%,0%,-15%,-10%,x,4%,-8%,-15%,-14%,-1%,-17%,-7%
NTMT1 inh,-19%,u,-1%,5%,u,x,5%,6%,11%,-1%,7%,-1%,-1%
